# Source: PubChem BioAssay (Broad Institute)
# INS-1E GSIS act: primary screen for activators of insulin secretion dependent on glucose, INS-1E cells, GLuc reporter luminescence | 0.61% of 370,000 active | activation, % at 16.6 µM | INS-1E GLuc reporter insulin secretion, 2-3 h;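 active = lowest replicate activation of at least 40%, so every replicate reaches that level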;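 note: 0% = median of neutral control wells and 100% = median of IBMX positive control wells; some compounds called inactive have numbers as strong as hits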
# PAX8 inh HTS: lowers PAX8-driven luciferase in RMG-I cells; RMG-I TPO-luciferase reporter, SteadyGlo, 24 h; inhibition, % at 12.6 µM; 1.2% of 360,000 active;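 active = mean replicate inhibition at least 60% with every replicate also reaching 60%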;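 note: luciferase light reporting Pax8 driven TPO promoter activity; plate controls were median of neutral control wells for no effect and mitoxantrone controls for full effect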
# ARNT-TACC3 inh: ARNT/TACC3 interaction disruption | AlphaScreen His-ARNT PAS-B/GST-TACC3 binding, luminescence; TACC3 fragment carries E629A point mutation | 0.66% of 390,000 active | Q9Y6A5 | inhibition, % at 9.99 µM;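 active = mean inhibition of replicates at least 50% and at least half of replicates each reaching 50%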;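 note: 0% = complete ARNT plus TACC3 wells and 100% = ARNT alone without TACC3; many hits fall short of the cut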
# LGR2 inh: inhibitors of bursicon-induced Drosophila LGR2 receptor cAMP signaling; HEK293 LGR2, CRE-luciferase, bursicon-stimulated, 4 h; inhibition, % at 9.99 µM; 0.35% of 380,000 active;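 active = drop in luminescence signal, shown as inhibition above about 50% in the replicate tests, limit read from the data, passing the limit was not always enough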;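 note: agonist challenge used bursicon conditioned medium at about half maximal strength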
# PGC1a acetyl inh: lowers PGC1a acetylation signal in U2OS cells; AlphaScreen anti-acetyl-lysine; with virally co-expressed GCN5 acetyltransferase; inhibition, % at 15.6 µM; 0.17% of 350,000 active; AID 651687;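 active = every replicate shows inhibition of at least 40%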;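 note: 0% = neutral control wells and 100% = positive control wells; some results beyond the cut were filed as inactive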
# PglD DTNB: inhibitors of Campylobacter jejuni PglD acetyltransferase. purified PglD enzyme, DTNB colorimetric CoA detection. inhibition, % at 12.5 µM. 0.098% of 360,000 active. AID 602405; in the data active = inhibition above about 16%, passing the limit was not always enough; note: strong numbers were not always called active
# C2C12 statin: suppression of simvastatin myotoxicity; C2C12 myotubes + simvastatin, ATP luminescence, 48 h; scaled: DMSO 0, geranylgeraniol control 100; rescue of ATP level, % at 7.49 µM; 0.78% of 330,000 active; AID 602340;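 active = mean ATP rescue above about 67%, or every replicate alone reaching that limit, limit read from the data, passing the limit was not always enough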;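 note: myotubes were challenged with 10 µM simvastatin during compound exposure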
# Cneo AK release: Cryptococcus neoformans lysis via adenylate kinase release; C. neoformans lysis, adenylate kinase release luminescence, 4 h; normalised: neutral wells 0, clomiphene wells 100; lysis activity, % at 15 µM; 0.2% of 360,000 active; AID 651654;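 active = mean lysis activity across replicates of at least 80%, whatever share of replicates individually reach that level; inactive = mean lysis activity below 80%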
#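 read-out = cell lysis signal | test system = log-phase Cryptococcus neoformans yeast cells | input = cells at 5 × 10^6 per mL | medium = fresh YPD growth medium | signal = luminescent adenylate kinase detection reagent | timing = 4 h at 37 °C static, read 1 h later | dosing = single dose | controls = Clomiphene as positive lysis control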
# Starred values were filed as active, the others as inactive; x = not tested or not shown.
SMILES,INS-1E GSIS act,PAX8 inh HTS,ARNT-TACC3 inh,LGR2 inh,PGC1a acetyl inh,PglD DTNB,C2C12 statin,Cneo AK release
c1nc(NC2CCCC2)c2[nH]cnc2n1,x,9,17,8,5,9,9,-1
CNC(=O)C[C@H]1CC[C@H]2[C@@H](COc3ccc(NC(=O)Nc4ccccc4OC)cc3C(=O)N2C)O1,-4,-16,-9,15,2,1,30,46
C[C@H]1CCCCO[C@H](CN(C)Cc2ccccc2)[C@@H](C)CN([C@@H](C)CO)C(=O)c2cc(NC(=O)Nc3cccc4ccccc34)ccc2O1,-22,19,-1,11,-35,-2,x,-1
COCCOC(=O)N1C(=O)[C@@]2(c3ccccc31)[C@H](c1ccccc1OCCO)N1[C@H](c3ccccc3)[C@H](c3ccccc3)OC(=O)[C@H]1[C@@H]2C(=O)N1CCN(c2ncccn2)CC1,x,22,17,x,x,-8,x,2
CCC(=O)N1[C@H](C(=O)OC)[C@@H](CO)[C@@H]2Cn3c(ccc(-c4cccc(F)c4)c3=O)[C@@H]21,9,-4,2,2,-8,1,6,-1
COc1ccc2c(c1)c1nnc(SC)nc1n2C,x,22,-5,x,-5,-1,4,-6
O=S(=O)(Nc1ccc2nc(N3CCOCC3)sc2c1)c1ccc(Cl)cc1,-5,-38,0,-6,-8,-4,-2,9
O=C(CCN1CCCCC1)NCC[C@H]1CC[C@H](NC(=O)C2CCOCC2)[C@@H](CO)O1,0,-9,-6,-13,-5,0,-1,-10
Cc1ccc(C)c(N=C2CCCN2Cc2ccccc2)c1C#N,-32,x,-13,6,x,1,5,-1
Cn1c(=O)c2sccc2n2c(CCCC(=O)Nc3ccccc3)nnc12,0,1,3,4,0,-2,2,-1
O=C(c1cccc(F)c1)N1C[C@@H]2[C@H](c3ccccc31)[C@H](CO)N2C(=O)C1CC1,-8,12,3,-1,-2,8,-1,-4
CO[C@H]1CC[C@@H]2CCOc3c(C#N)cccc3C(=O)N(C)C[C@@H](OC)[C@@H](C)C(=O)N(C)C[C@@H]1O2,8,-25,5,8,x,0,24,85*
O=C(CN1C(=O)CCSc2ccccc21)Nc1cccc(F)c1,-1,x,-4,-4,2,-1,x,-1
COc1ccccc1-c1ccc2c(c1)O[C@H](CN(C)S(=O)(=O)c1ccccc1)[C@@H](C)CN([C@@H](C)CO)S2(=O)=O,-1,28,-7,7,-8,-4,-7,1
COc1ccc(C(=O)Nc2ccc(C(=O)NCCc3ccc(OC)c(OC)c3)cc2)cc1,-18,10,9,-15,x,-3,5,1
COc1ccc(CN(C)C(=O)CCN=C2NS(=O)(=O)c3ccccc32)c(OC)c1,30,0,3,-17,6,-2,11,-1
Cc1ccc([N+](=O)[O-])cc1NC(=O)CNC1CCCCC1,7,-14,-2,-5,2,3,-2,2
CC(C)NC(=O)CC(=O)N/N=C/c1ccccc1F,x,x,-4,x,1,-7,3,-6
CC1CCCC(C)N1CCCNC(=O)CCn1c(=O)c2cccn2c2cccnc21 (stereo not drawn),6,-10,0,-5,9,1,-2,1
COc1ccc(C#Cc2cnc3c(c2)C(=O)N([C@H](C)CO)C[C@H](C)[C@H](CN(C)Cc2ccncc2)O3)cc1OC,1,x,-5,-4,-15,0,11,-3
COc1cccc(/C=N/NC(=O)c2ccc(CN3c4cccc5cccc(c45)S3(=O)=O)cc2)c1,x,7,-2,x,0,-2,x,2
O=C(Nc1ccccc1)c1nnsc1S(=O)c1ccc(Cl)cc1 (stereo not drawn),x,x,-9,x,-125,12,x,-5
C[C@H](O)C#Cc1cnc2c(c1)C(=O)N([C@@H](C)CO)C[C@H](C)[C@@H](CN(C)C(=O)c1ccc(F)cc1)O2,14,x,-2,-23,3,-4,-6,38
COc1cc(CC(=O)N2CCN(S(=O)(=O)c3ccc(C)cc3)CC2)cc(OC)c1OC,2,3,-1,-3,-4,1,6,0
O=C(CN1C(=O)C2CCCCC2C1=O)OCC(=O)c1ccc(F)cc1 (stereo not drawn),21,-6,x,2,1,3,0,-1
CO[C@@H]1CN(C)C(=O)c2ccc(NS(C)(=O)=O)cc2OC[C@H](C)NC[C@@H]1C,-3,x,-8,3,-7,-1,-1,0
COC(=O)C1C(c2ccc(OC)c(OC)c2)NC(c2ccc(OC)c(OC)c2)C(C(=O)OC)S1(=O)=O (stereo not drawn),2,x,-2,-13,8,x,x,x
COc1ccc(NS(=O)(=O)c2ccc(NC(=S)NC(=O)c3ccc(Br)cc3)cc2)nn1,-4,-6,3,-1,-14,2,x,0
C=CCn1c(SCC(=O)N2CCCCC2)nc(O)cc1=O,-1,x,13,-5,6,8,-20,-1
Cc1ccc(NC(=O)CCC(=O)NNC(=O)c2cccc([N+](=O)[O-])c2)cc1C,x,x,-6,x,4,3,31,-3
CCC1([N+](=O)[O-])COC(C=Cc2ccccc2)OC1 (stereo not drawn),0,-63,-2,-74,7,-4,-1,3
O=C1N/C(=C/c2cccs2)C(=O)N1Cc1ccc(Br)cc1,-11,0,-7,21,x,x,x,x
O=C(NCc1ccccc1Cl)c1cccc(C(F)(F)F)c1,-32,12,0,-13,-7,4,-3,1
CC1CCCC(NC(=O)c2ccc3c(c2)OCO3)C1C (stereo not drawn),10,x,0,-69,4,-4,27,-2
Cc1cccc(N2CCN(C(=O)COc3ccc4c(c3)CCC4)CC2)c1C,-37,-4,-1,10,x,x,x,x
CCOC(=O)c1cnn2c(C(F)(F)F)cc(-c3cn(C)nc3C)nc12,x,x,6,x,-1,0,-4,0
Cc1ccc2nc(NC(=O)CN3CCN(c4ccccn4)CC3)sc2c1,5,-5,3,-12,1,-3,-4,-5
C[C@@H]1CN([C@@H](C)CO)C(=O)c2cc(C3=CCCC3)cnc2O[C@@H]1CN(C)Cc1cccnc1,1,x,-8,3,0,3,-6,-2
CCN(CC)CCN1C(=O)C(O)=C(C(=O)c2cc3ccccc3o2)C1c1cccnc1 (stereo not drawn),2,x,-1,8,9,-7,-7,6
O=C(CCC(=O)Nc1cccc([N+](=O)[O-])c1)N/N=C/c1cccs1,-13,7,-18,-10,x,-4,-4,1

# Full records, looked up by structure. Order of screens: INS-1E GSIS act	PAX8 inh HTS	ARNT-TACC3 inh	LGR2 inh	PGC1a acetyl inh	PglD DTNB	C2C12 statin	Cneo AK release
# O=C1N/C(=C/c2cccs2)C(=O)N1Cc1ccc(Br)cc1 reads -11	0	-7	21	x	x	x	x
# CCOC(=O)c1cnn2c(C(F)(F)F)cc(-c3cn(C)nc3C)nc12 reads x	x	6	x	-1	0	-4	0
# C[C@@H]1CN([C@@H](C)CO)C(=O)c2cc(C3=CCCC3)cnc2O[C@@H]1CN(C)Cc1cccnc1 reads 1	x	-8	3	0	3	-6	-2
# CC1CCCC(NC(=O)c2ccc3c(c2)OCO3)C1C (stereo not drawn) reads 10	x	0	-69	4	-4	27	-2

# (further entries)
SMILES,INS-1E GSIS act,PAX8 inh HTS,ARNT-TACC3 inh,LGR2 inh,PGC1a acetyl inh,PglD DTNB,C2C12 statin,Cneo AK release
Cc1ccc(C=NNc2nc3c([nH]2)c(=O)n(C)c(=O)n3C)cc1,0,-23,2,-49,0,0,-17,0
COCCNC(=O)C1(C)Oc2ccccc2NC1=O (stereo not drawn),x,-8,-3,x,-1,0,9,2
Nc1n[nH]c(N)c1N=Nc1cccc(F)c1,-17,-14,1,-20,0,-3,9,-1
C=CCn1c(NS(=O)(=O)c2ccccc2)c(S(=O)(=O)c2ccc(C)cc2)c2nc3ccccc3nc21,13,0,3,-1,3,-2,0,-4
O=C(Cn1cnc2ccccc2c1=O)N1CCN(c2ccc(F)cc2)CC1,-6,-4,-10,-18,7,6,10,1
CCC(=O)NCCc1nc2cc(NC(=O)c3ccccc3Cl)ccc2n1C,12,-70,x,-26,-4,2,-6,-5
COc1ccc2[nH]cc(C(=O)CNc3nc(C)cs3)c2c1,x,-102,-10,x,10,-2,125*,1
O=C(CCn1cnnn1)NC1CCCN(Cc2ccccc2F)C1 (stereo not drawn),2,3,-2,-13,1,7,3,18
Cc1cccc(C2c3[nH]c4ccccc4c3CCN2Cc2cnn(-c3ccc(F)cc3)c2)n1 (stereo not drawn),-1,34,-3,6,6,x,3,x
CCCCN=C1NN=C(c2cc3ccccc3o2)CS1,2,-5,4,-24,x,x,x,x
CN1C(C(=O)NCc2cccc(Br)c2)CC2Cn3c(nc4cc5ccccc5cc43)C21 (stereo not drawn),-44,5,5,-14,-3,-5,-17,0
CN1CCC[C@@H]1CCNC(=O)c1c(-c2ccc3c(c2)OCO3)noc1-c1ccsc1,-5,-21,15,-2,x,-4,5,1
Cc1ccc2nc(-c3ccc(NC(=O)COCC(=O)O)cc3)sc2c1,-3,-128,-3,-2,0,-4,x,-10
O=c1cc(/C=C/c2ccccc2)oc2c1ccc1ccccc12,-16,10,4,8,-7,-6,-8,0
CCCC(=O)Nc1nnc(SCC(=O)N2CCCCC2)s1,-9,1,-6,7,-4,-7,-37,-2
O=C(Cc1cccs1)Nc1ccc(S(=O)(=O)Nc2ncccn2)cc1,x,x,-1,x,7,12,x,0
CN(C)c1ccc(CNC(=O)CCNS(=O)(=O)c2cc(Br)cnc2N)cc1,x,x,-3,x,15,0,-2,0
O=C(NC1CCCCCCC1)c1ccc(F)cc1,-9,-107,-16,-42,x,-2,18,-1
OC[C@@H]1[C@H](c2ccccc2)C2(CN(Cc3nccs3)C2)N1CCC(F)(F)F,-12,-12,x,9,-13,x,x,x
COc1cccc2cc(C(=O)NCc3ccc(Cl)cc3)c(=O)oc12,-4,5,-7,6,17,3,3,0
O=C(c1cnc(Cl)c(Cl)c1)N1CCC(Cc2ccccc2)CC1,-8,-2,5,-17,x,x,x,x
CC(NC(=O)Cc1ccccc1F)c1ccc(F)cc1 (stereo not drawn),1,-6,-11,x,5,x,x,x
CN1CCN(C(=O)C[C@@H]2CC[C@@H]3[C@H](COC[C@H](O)CN3Cc3ccc(Oc4ccccc4)cc3)O2)CC1,4,52,-3,16,-3,-2,12,-2
CCOC(=O)c1sc(C)c2c1NC(c1ccc(Cl)cc1)NC2=O (stereo not drawn),x,x,-22,x,3,-2,12,5
COc1ccccc1-c1cnc2c(c1)C(=O)N([C@H](C)CO)C[C@@H](C)[C@H](CN(C)Cc1cncnc1)O2,7,x,-9,-3,9,0,-23,82*
CC(C)(C)N1C(=O)c2ccc(C(=O)Nc3ccc(C(=O)O)cc3)cc2C1=O,18,-1,x,-8,x,-5,3,5
CCN(CC)c1ccc2cc(NC(=O)CCC(=O)O)c(=O)oc2c1,-7,x,1,19,-10,x,x,x
COC(=O)Nc1ccc(S(=O)(=O)NCCCCCC(=O)O)cc1,46,19,-11,37,-4,-3,-2,0
CCC(CC)=NNc1ccc([N+](=O)[O-])cc1[N+](=O)[O-],-3,-11,6,-5,x,x,x,x
Cc1ccc(-c2ccccc2[C@@H]2[C@H](C#N)N(C(=O)Cc3cccnc3)[C@H]2CO)cc1,-15,20,x,5,-11,x,x,x
CCCC(=O)Nc1ccc2c(c1)C(=O)N(C)C[C@H](OC)[C@@H](C)CN(S(=O)(=O)c1cn(C)cn1)[C@@H](C)CO2,3,-10,-4,9,2,0,-51,6
C[C@H](CO)N1C[C@H](C)[C@@H](CN(C)Cc2ccc(C(=O)O)cc2)Oc2ccc(NC(=O)c3ccncc3)cc2C1=O,7,-8,-3,0,5,-4,-13,-2
Cc1nc(C)c(-c2ccc(SCC(=O)Nc3cccc(F)c3)nn2)s1,13,16,-4,1,4,-3,-2,0
O=C(NCc1ccc2c(c1)OCO2)C1CCC(CNS(=O)(=O)c2cccc3nsnc23)CC1 (stereo not drawn),33,20,-3,-13,0,3,8,0
CCOc1ccc2nc(SCC(=O)c3ccc(O)cc3O)sc2c1,24,-26,-7,-14,-4,0,17,-4

# Random draw from the library. Share with any hit: about 2.9%.
